High-throughput results from PubChem BioAssay.
Yfh1-off respiration: enhancers of respiration in Yfh1-depleted yeast, dose response, Friedreich's ataxia, plus single-dose screen (AID 1465). S. cerevisiae Yfh1-off respiration, WST-1 reduction, 72 h; higher fold induction means a stronger effect. fold induction at 50 µM, or EC50 in µM where a hit was titrated. 0.074% of 220,000 active;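 active = fold induction of absorbance versus untreated yeast above a set limit, then at least 30% activation at any dose in follow-up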;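 note: activators that raise dye reduction in frataxin-depleted yeast; strong numbers were not always called active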
Autophagy HCS: autophagy modulators in MEF cells, primary screen, imaging, high-content, MEF GFP-LC3; MEF GFP-LC3 puncta imaging; test concentration mostly 10 µM; calls only at 10 µM (by protocol); 0.98% of 190,000 active;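 active = percentage of spot-positive cells more than 3 SD above its plate mean, without a fluorescence outlier flag or 80% toxicity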;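 note: spot-positive cell cutoff set from DMSO-treated cells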
CSM14.1 death rescue: rescue of cells from ER stress-induced death, primary screen, 384-well, CSM14.1, thapsigargin, ATP luminescence (AID 1222); 190,000 tested, under 10 active; CSM14.1 thapsigargin-induced death rescue, ATP luminescence; higher % means a stronger effect; one-dose cellular ATP content (survival), % at 20 µM; EC50 in µM for titrated hits;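 active = EC50 below 50 µM in the dose-response confirmation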;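 note: death triggered by thapsigargin at about 15 µM added after 2 h compound pretreatment; cell ATP read after overnight thapsigargin exposure of roughly 18 to 22 hours; normalized against plate controls of thapsigargin alone and 5% DMSO vehicle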
Lipid droplet: inhibitors of hepatocyte lipid droplet formation, primary screen, imaging, high-throughput imaging, BODIPY stain; AID 1656, 2009; 0.4% of 240,000 active; AML12 mouse hepatocytes, oleate lipid droplets; inhibition, % at 6.5 µM;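 active = lipid droplet intensity inhibited by at least 50%, with more than 500 cells counted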
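System: AML12 hepatocytes (mouse). Probe or stimulus: oleic acid at 100 µM to induce lipid droplet formation. Times: overnight treatment with compound plus oleate. Detection: Image-based BODIPY and DAPI two-channel analysis. Evaluation: percent inhibition of filter-corrected integrated lipid droplet intensity per well.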
P. falciparum M17LAP: P. falciparum M17LAP inhibitors, primary screen, biochemical, fluorogenic H-Leu-NHMec substrate, 1536-well (AID 1619); Leucine aminopeptidase (Plasmodium falciparum (isolate 3D7)); 0.38% of 220,000 active; one-dose inhibition, % at 30 µM; IC50 in µM for titrated hits; recombinant M17LAP, H-Leu-NHMec fluorogenic kinetic assay; higher % means a stronger effect;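 active = compound inhibiting the enzyme by more than half at any dose during confirmatory dose-response retesting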;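 note: plate controls were full reaction with DMSO carrier for no effect and no enzyme background for full effect; strong numbers were not always called active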
Ins promoter up: insulin promoter activators in MIN6 cells, imaging, high-content screening, mouse beta cells. z-score at 5 µM. MIN6 insulin promoter-GFP reporter; active compounds read high. 0.3% of 190,000 active;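 active = z-score above 3 at 5 µM with at least 500 cells counted in the well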
MT stabilizer: microtubule stabilizers in HeLa cells, primary screen, imaging, high-content imaging. HeLa tubulin immunostaining HCS, 24 h; share of cells brighter than vehicle mean+2SD. % tubulin-high responders, % at 10 µM. 0.83% of 200,000 active. AID 2205, 2009;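 active = plate Z-score above 3 for both tubulin-high and condensed-nucleus cell shares, with cell loss under 80%, at 10 µM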;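 note: anti alpha tubulin signal scored within the nucleus-defined area of each cell; some results filed as inactive read as strong as hits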
M1AAP inhibition: P. falciparum M1AAP inhibitors, biochemical, fluorogenic H-Leu-NHMec substrate, 1536-well (AID 1445). 0.42% of 220,000 active. recombinant M1AAP, H-Leu-NHMec fluorogenic kinetic assay; higher % means a stronger effect. Aminopeptidase N (Plasmodium falciparum (isolate 3D7)). one-dose inhibition, % at 30 µM; IC50 in µM for titrated hits;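 active = primary inhibition above the hit cutoff, then over 50% inhibition at one or more dose response concentrations, cut at about 23% in these data, passing the limit was not always enough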;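 note: plate controls were DMSO full reaction for no effect and no enzyme background for full effect; strong numbers were not always called active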
Dynein transport: inhibitors of GR-EGFP nuclear translocation, primary screen, dynein cargo transport inhibitor project, imaging, high-content, 3617.4 mouse cells; test concentration mostly 20 µM; stimulated with dexamethasone, 1 µM; active compounds read low; z-score, hits read low; 0.47% of 220,000 active; AID 1381, 2008;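 active = plate z-score of nuclear minus cytoplasmic receptor signal below a set negative limit, without overly bright fluorescence or cell loss, cut at about -3.5 in these data, passing the limit was not always enough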;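 note: z-score of nuclear minus cytoplasmic ring GR-EGFP intensity difference per well; some compounds called inactive have numbers as strong as hits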
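Buffer or medium: tet-free, stripped-serum medium; reagent: dexamethasone at 1.0 µM final, 30 min; incubation: 48 h induction, 1 h compound, 30 min dex at 37 °C; measured by: formaldehyde fixation, Hoechst nuclear stain, 10x automated fluorescence imaging; read-out: nuclear-to-cytoplasmic GR-EGFP distribution per well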
Dynein transport cytoplasmic EGFP: recorded beside Dynein transport, whose call it bears; z-score; measured here: cytoplasmic GR-EGFP intensity; active compounds read high
Dynein transport nuclear GR-EGFP: second read-out of Dynein transport, no call of its own (marks repeat the call); z-score; measured here: nuclear GR-EGFP intensity;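 lower value marks the stronger effect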
Dynein transport cell count: recorded beside Dynein transport, whose call it bears; z-score; measured here: cell count per field
Ins promoter up cell count: also measured in Ins promoter up; calls as there; cell count; measured here: cytotoxicity, nuclei count;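 total cells summed across four imaged fields per well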
Lipid droplet cells 6.5 µM: recorded beside Lipid droplet, whose call it bears; cell count; measured here: cell count, cytotoxicity flag;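 cells counted across two imaged fields per well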
MT stabilizer Hoechst-high %: recorded beside MT stabilizer, whose call it bears; % Hoechst-high responders; measured here: nuclear condensation Hoechst responders;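 share of cells brighter than vehicle mean plus two SD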
MT stabilizer cytotoxicity %: second read-out of MT stabilizer, no call of its own (marks repeat the call); toxicity, %; measured here: cytotoxicity by cell density;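 0% = mean cell density of plate MIN control wells and 100% = no cells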
Autophagy HCS cell loss 18 h: recorded beside Autophagy HCS, whose call it bears; toxicity, %; measured here: cell loss, nuclei count;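 cell loss after 18 h compound exposure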
* marks the source's active call; other numbers are inactive results; i = inactive; / = no result given.

SMILES	Yfh1-off respiration	Autophagy HCS	Autophagy HCS cell loss 18 h	CSM14.1 death rescue	Lipid droplet	Lipid droplet cells 6.5 µM	P. falciparum M17LAP	Ins promoter up	Ins promoter up cell count	MT stabilizer	MT stabilizer Hoechst-high %	MT stabilizer cytotoxicity %	M1AAP inhibition	Dynein transport	Dynein transport cytoplasmic EGFP	Dynein transport nuclear GR-EGFP	Dynein transport cell count
COC(=O)CCCC1=CC2=C(c3ccccc3)C(=O)C(C)(OC(=O)C3CCCC3)C(=O)C2=CN1Cc1ccco1 (centres undefined)	i	/	/	/	17.9	640	-2.4%	-0.21	1002	/	/	/	6.8%	0.68	-0.72	0.335	-0.265
CC1CC(C(F)(F)F)n2nc(C(=O)O)cc2N1 (centres undefined)	i	i	4.0	-0.2%	-3.9	762	1.4%	0.79	876	2.6	2.2	10.1	7.2%	-0.63	-0.229	-0.308	0.142
CCOc1cc(/C=N/N=C(N)N)ccc1OCc1ccc(Cl)cc1	i	i	5.3	-5.1%	3.1	630	-3.2%	0	1141	65.2	10.7	94.3	10.9%	7.62	2	3.78	-3.57
Cc1cc(Br)ccc1NC(=O)CNC(=O)CN(C)Cc1nc2ccccc2c(=O)[nH]1	i	i	-15.1	2.7%	/	/	17.9%	-0.77	1261	3.9	4.1	17.9	7.7%	-0.67	-0.302	-0.0479	0.457
COc1ccc(-c2cc(C(F)(F)F)c3c(=O)n(-c4ccccc4)[nH]c3n2)cc1	i	i	4.8	-0.7%	/	/	19.9%	-0.64	1510	2.1	1.2	3.2	-1.2%	-0.695	-0.112	-1.01	-0.218
CC(=O)Nc1cccc(OCCCNS(=O)(=O)c2ccc(F)cc2)c1	i	/	/	/	-1.5	710	2.8%	-0.26	1446	/	/	/	-2.6%	0.686	-0.22	0.326	-0.329
COc1ccc(CC(=O)OCC(=O)Nc2cccnc2Cl)cc1OC	i	i	-30.2	-0.6%	0.8	705	4.0%	-0.18	1583	2.0	1.2	7.5	-3.3%	0.562	-0.232	0.488	-0.0273
CC(C)(C)C(=O)C(Cl)C(=O)Nc1ccccc1 (centres undefined)	i	/	/	/	-3.2	711	10.9%	-0.77	1044	/	/	/	7.4%	0.059	0.0844	0.889	-0.284
Cc1cccc2sc(N(CCCN(C)C)C(=O)COc3ccc(Cl)cc3)nc12	i	i	19.8	-0.1%	4.8	710	2.4%	0.65	1075	1.7	0.6	2.3	2.5%	0.326	-0.095	0.189	0.602
COc1cc(S(=O)(=O)NCCN2CCOCC2)c(OC)cc1Cl	i	i	0.1	-1.9%	2.1	731	9.5%	0.38	1083	3.8	2.0	1.1	1.9%	-0.179	-0.18	-0.27	0.763
COc1ccccc1C(OC(=O)c1ccco1)C(=O)NC(C)(C)C (centres undefined)	i	i	26.4	-1.2%	/	/	1.9%	0.87	1266	6.7	2.0	13.2	6.2%	-0.246	-0.38	0.175	0.0985
Cc1ccc(NC(=O)C(C)Sc2nnc(-c3cccnc3)o2)cc1 (centres undefined)	i	i	4.1	-0.2%	/	/	8.9%	0.59	1300	2.6	1.3	4.0	6.6%	-0.48	-0.221	-0.182	0.753
CCC(c1nnnn1CCC(C)C)N1CCC(C(N)=O)CC1 (centres undefined)	i	i	1.0	3.5%	/	/	1.8%	0.27	1375	1.7	1.3	7.7	0.7%	2.63	0.207	1.3	-1.2
Cc1cc(COc2ccccc2OCCN2CCN(C)CC2)no1	i	i	-1.0	-1.3%	/	/	-5.2%	0.35	1333	3.7	1.7	5.9	2.1%	-1.21	-0.0268	-0.397	1.27
CC(=O)C1=C(c2ccccc2)N(C(C)=O)n2c(C)nnc2S1	i	i	-1.8	1.8%	4.2	608	4.9%	0.05	905	2.5	1.4	5.0	6.6%	-1.14	0.033	-0.3	0.445
CC(Sc1ncc(C(F)(F)F)cc1Cl)C(=O)NCC1CCCO1 (centres undefined)	i	i	10.6	-5.7%	-23.9	666	1.5%	-0.41	1335	1.8	2.1	1.4	6.9%	-0.0614	-0.217	0.209	0.1
O=C(NNC(=O)c1ccccc1F)c1cccc(Cl)c1	i	i	-0.2	10.4%	/	/	-1.6%	-0.26	1602	1.6	1.7	7.8	-2.7%	-0.315	-0.159	-0.186	0.389
CCOC(=O)N1CCN(C(=O)c2oc(=O)c3ccccc3c2-c2ccc(C)cc2)CC1	i	/	/	1.4%	/	/	-4.5%	1.42	933	7.5	1.9	4.4	1.2%	0.486	-0.173	0.265	-0.0312
CCSc1nnc(N2C(=O)CC(c3ccsc3)C3=C2CC(C)(C)CC3=O)s1 (centres undefined)	i	/	/	/	27.1	676	6.9%	-1.48	1788	5.4	2.1	7.1	9.1%	-0.242	-0.229	0.126	0.0757
COc1ccc(NC(=O)CC(c2ccccc2)c2ccco2)cc1 (centres undefined)	i	i	23.9	0.7%	/	/	3.4%	0.77	1436	3.0	2.4	5.2	3.7%	0.15	-0.323	0.688	-0.277
CCCC(=O)Nc1cc(-c2nc3ncccc3o2)ccc1C	i	i	-0.4	-2.2%	0.4	736	-6.3%	/	/	3.0	2.0	5.5	8.9%	0.958	-0.25	-0.124	0.188
CCOc1ccc(C(=O)N2CCc3cc(OC)c(OC)cc3C2)cc1OCC	i	i	15.6	-1.1%	/	/	1.4%	-0.23	1219	5.0	1.3	5.6	3.0%	-0.665	-0.306	-0.0225	0.883
Cc1ccccc1NC(=O)CSC1=C(C#N)C(c2ccsc2)CC(=O)N1 (centres undefined)	i	i	6.6	-0.6%	3.5	782	0.4%	0.25	839	25.9*	15.5*	17.5*	0.2%	1.2	-0.269	0.636	-0.309
CC(C)N(C(=S)NC1CC2CCC1C2)c1ccccc1 (centres undefined)	i	i	5.4	-0.5%	5.7	680	-4.5%	-2.72	995	2.4	2.8	3.5	4.3%	-0.428	-0.297	-0.082	0.384
O=C(c1cc(-c2ccncc2)nc2ccccc12)N1CCN(c2ccccn2)CC1	i	i	13.5	-1.1%	/	/	-14.8%	0.29	1162	20.8	4.3	69.9	-1.7%	-1.2	-0.286	-0.578	0.614
(listing goes on)
SMILES	Yfh1-off respiration	Autophagy HCS	Autophagy HCS cell loss 18 h	CSM14.1 death rescue	Lipid droplet	Lipid droplet cells 6.5 µM	P. falciparum M17LAP	Ins promoter up	Ins promoter up cell count	MT stabilizer	MT stabilizer Hoechst-high %	MT stabilizer cytotoxicity %	M1AAP inhibition	Dynein transport	Dynein transport cytoplasmic EGFP	Dynein transport nuclear GR-EGFP	Dynein transport cell count
CC(C)CCNC(=O)CCSCCC(=O)NCCC(C)C	i	i	15.6	-0.7%	-2.3	692	-5.2%	0.18	1264	2.3	1.5	3.7	1.9%	-0.786	-0.0301	-0.663	0.714
Cc1ccc(S(=O)(=O)N2CCOCC2)cc1NC(=O)CSc1nc2ccccc2c(=O)n1Cc1ccccc1	i	i	19.3	-0.4%	1.4	631	-16.5%	-1.13	1324	2.5	4.0	4.9	-5.1%	-0.493	-0.243	-0.665	0.855
CC(C)Oc1ccccc1C1CC(=O)Nc2cc3c(cc21)OCO3 (centres undefined)	i	i	80.5	3.4%	/	/	-0.6%	-1.22	637	20.6*	44.3*	52.2*	-4.7%	0.541	-0.199	0.9	-0.932
Cc1ccc(-c2csc3nc(CN(C)Cc4ccccc4)[nH]c(=O)c23)cc1	i	i	17.6	1.8%	-9.3	603	-6.4%	-0.23	1141	7.4	2.3	3.7	1.3%	0.86	0.703	0.834	0.0698
CCCCNC(=O)C(Cc1ccccc1)NS(=O)(=O)c1ccc2c(c1)c(=O)n(C)c(=O)n2C (centres undefined)	i	i	-2.8	1.6%	/	/	-1.1%	-1.11	713	6.6	2.2	1.9	-4.4%	-0.457	-0.131	-0.234	-0.187
CN(C)C(C)(C)C#CCC(c1ccccc1)c1ccccc1	i	i	9.4	-0.5%	-9.2	643	-3.8%	0.21	1511	2.5	2.8	4.2	2.5%	-0.766	-0.282	-0.668	1.07
Cc1cc(C)c(NC(=O)CCCN2CCOCC2)c(C)c1	i	i	-7.8	2.6%	10.6	795	10.2%	-0.26	1268	3.9	2.5	2.5	-0.8%	0.875	-0.161	1.05	0.293
Cc1cc(C(=O)NCC(=O)OCC(=O)N(C(C)C)C(C)C)ccc1[N+](=O)[O-]	i	i	7.4	-0.9%	-0.9	609	21.1%	0.2	1415	3.5	2.0	10.6	-3.9%	3.45	0.0184	1.9	-1.7
CCCOc1ccc(CC2CCC(=O)NC2=O)cc1 (centres undefined)	i	i	4.7	4.9%	-5.0	592	-3.2%	0.08	1475	3.5	2.5	9.8	6.6%	0.71	-0.207	0.527	-0.451
Cc1cc(C)nc(SC(C)CNS(=O)(=O)c2ccccc2)n1 (centres undefined)	i	i	21.6	0.4%	-1.3	678	-3.0%	0.48	1297	5.9	2.4	8.1	0.9%	0.658	-0.278	0.606	-0.0984
CCCSc1nc2c(c(=O)n1-c1ccc(OCC)cc1)SCC2	i	i	23.9	-2.5%	-3.8	725	-3.5%	-1.58	1260	2.1	1.9	5.7	3.5%	0.249	-0.223	0.401	1
CCOC(=O)N1CCN(C(=O)CCCCCn2c(=S)[nH]c3ccsc3c2=O)CC1	i	i	9.8	-8.0%	-13.1	567	27.2%	-1.84	1244	3.4	1.5	3.3	0.8%	0.904	0.958	0.652	-1.57

Outcome played no part in choosing rows; overall some 3.5% were active at least once.
